Bioassay records (PubChem)
POLI inh = DNA polymerase iota (human) inhibition; Q9UNA4; Pol iota fluorescent replication assay, 10 min; Potency, µM (doses to about 115 µM), for inactives: top-dose activity, negative = inhibition, actives largely listed as inhibitors; 1% of 390,000 active; AID 588590; note: potency is the fitted concentration of half-maximal effect
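Pol iota at 10 nM preincubated 15 min with compounds at room temperature; reaction started with fluorescent substrate, 50 nM final. Fluorescence read kinetically at 0 and 10 min; buffer-only wells as negative control.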
BLM helicase inh = inhibitors of human Bloom syndrome helicase BLM | Potency, µM (series often up to 56.1 µM), for inactives: at the highest dose activity change, negative = inhibition, hits mostly inhibitors | 0.2% of 350,000 active | recombinant BLM DNA unwinding, fluorescence dequenching | P54132 | AID 2528;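 note: potency is the fitted concentration of half-maximal effect; plate controls were vehicle for no effect and no enzyme for full effect; nearly all actives have a fitted effect of over 35% in size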
GRP78 ERSR act = induces the endoplasmic reticulum stress response in human glioma cells. Potency, µM, for inactives: top-dose activation, most hits filed as activators. 0.02% of 420,000 active. AID 602332. U87-MG GRP78 promoter luciferase reporter, 16 h; note: potency is the fitted concentration of half-maximal effect; series mostly up to about 76 µM; % of control where 0% means no effect; nearly all actives have a fitted effect of over 35% in size
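Stably transfected U87-MG human glioma cells carrying a GRP78-based luminescent sensor were seeded at 1000 cells/well, pin-dosed with compounds and incubated 16 h. Luciferase reagent was then added, and end-point luminescence was read after 10 min at room temperature.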
POLB inh = inhibitors of human DNA polymerase beta; AID 485314; Pol beta primer extension/strand displacement, fluorescence kinetic; P06746; Potency, µM (top dose mostly 114 µM), without a hit: at the top dose activity change, negative = inhibition, usual class: inhibitors; 1.3% of 340,000 active; note: potency is the fitted concentration of half-maximal effect; % is set by controls: 0 for no effect and ±100 for the full control effect
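Pol beta (10 nM) and compounds were preincubated 15 min at room temperature, then 50 nM substrate (final) started primer extension/strand displacement. Reads were taken at 0 and 10 min; concentration-response data were fitted to a four-parameter Hill equation.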
Pol kappa inh = inhibitors of human DNA polymerase kappa; Q9UBT6; purified Pol kappa, fluorescent DNA synthesis assay, 10 min; Potency, µM (titrated, usually from 107 µM), without a hit: at the top dose activity, negative = inhibition, usual class: inhibitors; 0.53% of 400,000 active; AID 588579; note: potency is the fitted concentration of half-maximal effect; % is set by controls: 0 for no effect and ±100 for the full control effect
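Inhibition of 10 nM Pol kappa is measured by a fluorescent read-out at 0 and 10 min following addition of 50 nM substrate (final), with a 15-min room-temperature compound preincubation.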
LDHA inh = blocks human lactate dehydrogenase A; P00338; activity change, % (values are at about 110 or 230 µM); 0.15% of 480,000 active; AID 1347041; purified LDHA, NADH/diaphorase-resazurin fluorescence; hits give low values; in the data active = activity change below about -30%; inconclusive = mostly about -25% to -30%;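 note: plate controls were DMSO wells for no effect and wells without enzyme for full effect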
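Human LDH5 (2 nM) was incubated with 0.06 mM NADH and 0.2 mM pyruvate for 5 min at room temperature in Tris pH 7.4. Remaining NADH was coupled through diaphorase/resazurin, and resorufin fluorescence was read at 0 and 20 min.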
POLH inh = DNA polymerase eta (human) inhibition. Q9Y253. recombinant Pol eta, fluorescent DNA replication assay. Potency, µM (series often up to 114 µM), inactives show at the top dose activity change, negative = inhibition, hits mostly inhibitors. 1.2% of 390,000 active. AID 588591; note: potency is the fitted concentration of half-maximal effect; % is set by controls: 0 for no effect and ±100 for the full control effect
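Pol eta (10 nM) was preincubated with compounds for 15 min at room temperature, after which fluorescent replication substrate (50 nM final) was added to start the reaction. Fluorescence was read kinetically at 0 and 10 min.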
APE1 inh = APE1 (human) endonuclease inhibition. P27695. recombinant APE1, TAMRA/BHQ-2 abasic DNA cleavage fluorescence. Potency, µM (highest dose often 65.8 µM), without a hit: top-dose activity change, negative = inhibition, hits mostly inhibitors. 0.35% of 350,000 active. AID 2517;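 note: potency is the fitted concentration of half-maximal effect; plate controls were vehicle for no effect and reference inhibitor for full effect; nearly all actives have a fitted effect of over 55% in size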
Target sequence (P27695 whole entry, looked up): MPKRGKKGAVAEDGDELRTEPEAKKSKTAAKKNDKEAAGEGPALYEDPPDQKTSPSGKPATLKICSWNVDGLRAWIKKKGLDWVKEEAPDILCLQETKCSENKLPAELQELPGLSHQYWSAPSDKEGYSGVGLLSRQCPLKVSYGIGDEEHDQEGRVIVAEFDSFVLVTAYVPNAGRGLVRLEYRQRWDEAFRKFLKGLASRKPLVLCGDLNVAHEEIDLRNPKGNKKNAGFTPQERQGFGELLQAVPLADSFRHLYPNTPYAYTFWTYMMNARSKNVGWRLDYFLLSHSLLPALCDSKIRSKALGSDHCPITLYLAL
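Incision of a quenched TAMRA/BHQ-2 THF abasic-site duplex (50 nM) by 0.75 nM APE1, after 15 min compound preincubation, measured as fluorescence increase over three 60 s reads. Values normalized to buffer, DMSO and NSC13755 control wells.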
Apoferritin bind = binds horse apoferritin like a general anesthetic | 0.074% of 350,000 active | P02791 | apoferritin/1-aminoanthracene competitive binding, fluorescence | Potency, µM (top dose mostly 77.5 µM), for the others: at the top dose activity change, negative = displacement, most hits filed as inhibitors | AID 485281; note: potency is the fitted concentration of half-maximal effect; % is set by controls: 0 for no effect and ±100 for the full control effect; nearly all actives have a fitted effect of over 20% in size
Target sequence (P02791 2-175 limits assumed): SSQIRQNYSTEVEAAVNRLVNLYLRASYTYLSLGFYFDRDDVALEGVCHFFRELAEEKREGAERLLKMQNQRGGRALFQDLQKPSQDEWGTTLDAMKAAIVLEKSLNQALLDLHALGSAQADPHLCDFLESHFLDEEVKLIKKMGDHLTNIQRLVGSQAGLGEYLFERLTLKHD
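Horse-spleen apoferritin (10 uM) was mixed with 50% saturated 1-aminoanthracene in PBS, exposed to compounds for 10 min at room temperature, and read for fluorescence (ex 380 nm, em 535 nm). Competitive displacement was fitted with a four-parameter Hill equation.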
* = called active by the depositor; u = inconclusive; x = not tested or not shown; & = joins results of further samples; [ ] = another dose, or the depositor's remark. Unless noted, calls come from the whole dose curve; as a rule, active = well fitted curve in the direction sought with a large enough effect; inconclusive = small, poorly fitted or top-dose-only effect, or another doubt; inactive = no such curve, though single readings can be large; an effect the other way counts as inactive or inconclusive. This is a subset, so the mix of outcomes need not match the whole.

SMILES | POLI inh | BLM helicase inh | GRP78 ERSR act | POLB inh | Pol kappa inh | LDHA inh | POLH inh | APE1 inh | Apoferritin bind
CCN1C[C@@H]2[C@@H]3C(=O)N(Cc4ccccc4)C(=O)[C@@H]3[C@](C)(C(=O)OC)N2C1=NC1CCCCC1 | -6% | x | -2% | x | -3% | -2 | -17% | 0% | x
CCCCn1c(SCc2ccc(C(=O)OC)o2)nc2cc(S(N)(=O)=O)ccc21 | 4% | -12% | -2% | 0% | -5% | -2 | -5% | -8% | -14%
CCOC(=O)C1CCCN(Cc2cc(OC)c(O)c(OC)c2)C1 (configuration not stated) | 3% | 1% | -4% | -7% | -1% | -2 | -5% | 4% | -3%
Cc1ccc(NC(=O)NCc2ccncc2)cc1Cl | -6% | 1% | 4% | 14% | -1% | 1 | -15% | 2% | -14%
COc1ccc(CCN2CCC(Nc3nc4ccccc4n3Cc3ccc(F)cc3)CC2)cc1 | 5% | 1% | -10%&-12%&-9%&-4%&-9% | 18% | -4% | -3 | -19% | 9% | -2%
COc1cc2c(cc1OC)C(c1ccc(F)cc1)N(c1ccc(F)cc1)C(=O)C2 (configuration not stated) | 19% | 2% | -3% | 18% | 8% | 3 | -13% | x | -6%
C=C(Br)CN1CCN(CC(=C)Br)CC1 | 18% | -1% | -3% | -4% | 1% | 4 | -12% | -5% | -10%
CCN(C(=O)c1cc2c(s1)-c1c(C)cccc1OC2)c1ccccc1F | 42%[activator] | -13% | 2% | 0% | 9% | -3 | -20% | x | -6%
c1ccc(-c2nc(NCc3cccs3)c3ccccc3n2)cc1 | -14% | -13% | -1% | 5% | -5% | -5 | -24% | 25% | -11%
CCNc1nc(SC(C(C)=O)C(C)=O)nc(N(C)C)n1 | 2% | -1% | 0% | -14% | -4% | 1 | -1% | -1% | -3%
COCCCn1c(=O)c2ccccc2c2ccccc2c1=O | 8% | 1% | -7% | 19% | -4% | -10 | 2% | -2% | -17%
O=C(Cc1ccc(Br)cc1)OCC(=O)N1CCOCC1 | -2% | x | -5% | x | -2% | -7 | -2% | 9% | x
O=C(NCCc1ccccc1)C1CCN(S(=O)(=O)c2ccccc2)CC1 | 25% | -4% | -1% | 2% | -5% | -12 | -11% | 3% | -4%
CC(=O)c1cccc(NC(=O)CSc2nnnn2C2CCCC2)c1 | 19% | 0% | 0% | 21% | 6% | 2 | -12% | -4% | -12%
Cc1ccc(CNC(=O)c2cc(Sc3ccc(F)cc3F)nc3ccccc23)cc1 | 5% | -1% | -2% | -10% | 0%[60.1 µM] | 3 | -7% | x | -11%
CN(C)C(CNc1ncnc2ccccc12)c1c(F)cccc1Cl (configuration not stated) | 2% | -7% | 0% | -9% | -6% | -5 | -14% | 33% | -6%
Cc1nc2ccc(NC(=O)c3cccc(S(=O)(=O)N4CC(C)OC(C)C4)c3)cc2s1 (configuration not stated) | 0% | -2% | -4% | 1% | -1% | 3 | u | 2% | -23%
Clc1ccc(Oc2nc3c(Cl)cccc3s2)cc1Cl | 16% | -5% | 8% | -3% | 0% | -14 | 2% | -1% | 4%
C=C(C)c1sc(-c2ccccc2)nc1C | -22% | x | 4% | x | -3% | 1 | -16% | x | x
CC(=O)N(CN1C(=O)c2ccc([N+](=O)[O-])cc2C1=O)c1cccc(C(=O)O)c1 | 22% | 1% | 1% | -13% | -4% | 2 | -5% | 0% | -2%
CCOc1ccccc1NC(=O)COc1cccc(-n2cnnn2)c1 | 0% | -3% | -3% | 4% | -1% | -10 | 8% | 1% | -10%
CN(C)c1ccnc(Nc2ccc(F)cc2)c1C#N | 5% | 2% | -3% | 24% | 8% | -1 | -14% | -2% | 3%
COc1cccc(-n2c(=O)c3sc4ccccc4c3n(CC(=O)NC3CCCCC3)c2=O)c1 | 15% | -5% | 0% | 26% | -2% | 4 | -4% | x | 0%
FC(F)(F)c1ccccc1-c1nc(N2CCOCC2)c2ccccc2n1 | x | -11% | -2% | x | u | x | x | 25µM* | x
CC(=O)N1CCN(c2ccc(NC(=S)NC(=O)c3ccc(C)c([N+](=O)[O-])c3)cc2)CC1 | 63%[activator] | -3% | -6% | 16% | -7% | -4 | -2% | 12% | -8%

Looked up above:
Value for c1ccc(-c2nc(NCc3cccs3)c3ccccc3n2)cc1 in POLH inh: -24%
Value for COc1ccc(CCN2CCC(Nc3nc4ccccc4n3Cc3ccc(F)cc3)CC2)cc1 in LDHA inh: -3

(cont.)
SMILES | POLI inh | BLM helicase inh | GRP78 ERSR act | POLB inh | Pol kappa inh | LDHA inh | POLH inh | APE1 inh | Apoferritin bind
Cn1c2ccccc2c2cc(C(=O)NNC(=O)CCl)sc21 | 148%[activator] | -5% | -16% | 0% | -15% | 2 | -25% | -4% | -7%
CCc1nnc(NC(=O)CCC(=O)N2CCCC(O)C2)s1 (configuration not stated) | 23% | 0% | -3% | 35% | 5% | 0 | -13% | 14% | 1%
Cc1[nH]c(=O)[nH]c(=O)c1S(=O)(=O)Nc1ccc(Cl)c([N+](=O)[O-])c1 | 70%[activator] | 0% | 2% | 1% | -12% | -3 | -15% | 27% | -3%
CCCc1nc(SCC(=O)c2ccc(F)cc2)c2ccccc2n1 | 8% | -5% | 4% | 78% | -9% | -2 | -6% | 3% | -23%
O=S(=O)(Cc1cc(N2CCOCC2)nc(-c2ccccn2)n1)c1ccccc1 | 78%[activator] | -2% | -10% | 7% | -1% | -8 | 0% | -2% | -2%
O=C(CSc1nnc(-c2ccncc2)n1-c1ccccc1)Nc1ccc(Cl)c(Cl)c1 | -19% | -1% | -4% | -19% | -15%[60.1 µM] | -9 | 2% | x | -9%
CCc1ccccc1NC(=O)c1ccc(F)c(S(=O)(=O)N2CCN(c3ccccc3OC)CC2)c1 | 14% | -7% | -3% | 26% | -14%[60.1 µM] | -11 | -16% | x | -7%
COc1ccc(C(=O)NCCn2cc(SCC(=O)NCc3ccco3)c3ccccc32)cc1 | u | -5% | -7% | 19% | -7% | -5 | -8% | 1% | -19%
O=C1CCC/C=C\C[C@@H](CC(=O)N(CCO)Cc2ccccc2)C(=O)N[C@H](c2ccccc2)CO1 | 22% | x | -3% | x | -1% | -16 | -16% | 7% | x
Cc1noc(/C=C/N(C)C)c1S(=O)(=O)N1CCC(C(=O)Nc2ccc(Cl)cc2)CC1 | u | -8% | -6% | 2% | 1% | -4 | -12% | 15% | -22%
C/C(=C\C(=O)O)C12CC3CC(CC(C3)C1)C2 | -1% | -13% | -5% | 23% | 2% | 5 | -9% | 0% | u
CCCOC(=O)CSc1ncnc2sc3c(c12)CCC(C)C3 (configuration not stated) | 48%[activator] | -5% | -4% | -19% | -2% | 0 | -11% | x | -7%
Cc1ccc(S(=O)(=O)NC(=O)c2ccccc2F)cc1 | -12% | -3% | -1% | u | -2% | -4 | 1% | 10% | -2%
CC(=O)Nc1ccc(NC(=O)C(C)OC(=O)C2(c3ccccc3F)CCCC2)cc1 (configuration not stated) | -11% | x | 0% | x | -21% | 0 | -14% | -13% | x
OCCNCCCCOc1ccc(OCc2ccccc2)cc1 | 59%[activator] | -10% | -4% | 3% | -12% | 3 | -4% | 3% | u
CCc1ccc(C(C(=O)NC2CCCCC2)N(C(=O)c2ccccn2)c2cccnc2)cc1 (configuration not stated) | x | -2% | x | 0% | x | x | x | 4% | -7%
CCOC(=O)Cn1ncc2c(=O)oc3ccccc3c21 | 3% | -3% | -2% | 0% | -16% | -5 | -8% | 0% | 2%
COCCNC(=O)c1csc2c1CCCC2 | 36%[activator] | -4% | -6% | 31% | -5% | -1 | -8% | 4% | -13%
COc1cc(Cl)c(C)cc1Nc1nnc(-n2nc(C)cc2C)c2ccccc12 | -24% | -2% | x | -2% | 2%[60.1 µM] | 5 | x | x | 2%
CCOC(=O)CNC(=O)CNC(=O)c1ccc(OC)cc1 | 13% | 2% | -2% | 9% | -17% | -3 | 0% | 6% | -6%
CC(CCc1ccccc1)NC(=O)N1CCOCC1 (configuration not stated) | 15% | -1% | -7% | 2% | -3% | -1 | -20% | 0% | -6%
O=c1n(Cc2ccccc2)nc2n1-c1cc(Cl)ccc1OC2 | 31%[activator] | -5% | 1% | 1% | -3% | -8 | -6% | x | u
O=C(OCc1ccccc1C(F)(F)F)c1cc([N+](=O)[O-])ccc1N1CCOCC1 | -28% | -9% | -8% | 12% | -13% | 1 | -10% | 2% | u
CNC(=O)c1c(NC(=O)c2ccc(S(=O)(=O)N3CCCC3)cc2)sc2c1CCN(C(C)C)C2 | x | -3% | x | 1% | x | x | x | 40% | u
O=C(Nc1ccc(O)c2c(=O)cc(-c3cccc(Cl)c3)oc12)c1cccc(Cl)c1 | 9% | -6% | -3% | u | -12% | -1 | 1% | 22% | -11%

Next section
SMILES | POLI inh | BLM helicase inh | GRP78 ERSR act | POLB inh | Pol kappa inh | LDHA inh | POLH inh | APE1 inh | Apoferritin bind
COc1ccc(NC(=O)c2cccc3c2C(=O)c2ccc(-c4cnc(OC)nc4)cc2S3(=O)=O)cc1 | 13% | x | 1% | x | -8% | -3 | u | -5% | x
COc1ccc(CCNC(=O)c2cc(-c3cc(Cl)cc(Cl)c3)oc2C)cc1 | -9% | -4% | 0% | 34%[activator] | 6% | -4 | -4% | -10% | -10%
CCOC(=O)c1c(-c2ccc(C)o2)csc1NC(=O)CN1CCOCC1 | -11% | -10% | -6% | -17% | 1% | -1 | -16% | -8% | 1%
NC(=O)NC(=O)COC(=O)CCCCCNS(=O)(=O)c1ccc2c(c1)OCCO2 | 16% | 3% | -3% | 2% | -7% | -4 | -11% | -3% | -11%
CCOC(=O)N1CCN(C(=O)c2ccc3nc4ccc(Cl)cc4c(=O)n3c2)CC1 | 5% | -4% | -6% | -2% | 1% | -6 | -1% | -4% | 1%
C/C(=N\NS(=O)(=O)c1ccc(C)c([N+](=O)[O-])c1)c1cccs1 | -24% | 0% | -2% | -13% | 4% | -5 | -13% | -2% | -16%
CCN(C(=O)CSc1nc2ccccc2c(=O)n1CCOC)C1CCS(=O)(=O)C1 (configuration not stated) | 104%[activator] | 1% | -2% | 6% | -1% | -8 | -8% | 1% | -2%
